High-throughput results (PubChem)
Growth percent in the NCI-60 one-dose screen (48 h, 10 µM unless noted): 100 = growth as untreated, 0 = no growth, -100 = all killed.
UACC-62: UACC-62 melanoma; 81,000 compounds, 5.4% hits; AID 1794756
SK-MEL-2: SK-MEL-2 melanoma | 77,000 compounds, 4.7% hits
SK-MEL-28: SK-MEL-28 melanoma; 81,000 compounds, 4.1% hits; AID 1794761
SK-MEL-5: SK-MEL-5 melanoma. 80,000 compounds, 6.4% hits. AID 1794755
MALME-3M: MALME-3M melanoma; 78,000 compounds, 5.8% hits
UACC-257: UACC-257 melanoma. 78,000 compounds, 4.4% hits. AID 1794764
M14: M14 melanoma | 80,000 compounds, 6.2% hits | AID 1794745
MDA-MB-435: MDA-MB-435 melanoma. 82,000 compounds, 7.8% hits
The depositor's hits bear a star; . = no result given; & = joins results of further samples. The calls were made as follows: active = growth percent below 10; inactive = the rest.

SMILES	UACC-62	SK-MEL-2	SK-MEL-28	SK-MEL-5	MALME-3M	UACC-257	M14	MDA-MB-435
NS(=O)(=O)c1ccc(Nc2nc(N/N=C/c3ccc(Cl)cc3)nc(Nc3ccccc3)n2)cc1	75	82	75	69	88	90	.	58
N#CCC(N)=C(C#N)C#N	100	108	109	103	102	97	99	101
NS(=O)(=O)c1ccc(CN2C(=O)c3cccc4cccc(c34)C2=O)cc1	97	93	113	97	112	103	105	114
Cn1ncc2c(N)nc(NCCO)nc21	105	116	106	95	105	99	102	115
O=C1OC2CC1(O)CC(O)C2O (centres undefined)	97	116	113	.	129	106	106	103
Cc1ccccc1NCc1nnc(-c2ccc(Cl)cc2)o1	98	110	112	98	85	96	98	103
CN(c1ccccc1)c1cc(N)nc(N)n1	96	96	99	104	103	100	99	101
CCOc1c(C#N)c(Nc2ccc(S(N)(=O)=O)cc2)c(C#N)c(=O)n1CC(=O)c1ccccc1	88	105	108	96	99	100	88	99
O=C(COc1ccc(-c2nc3ccc(C(=O)c4ccccc4)cc3[nH]2)cc1)N=Nc1c(O)[nH]c2ccccc12	93	96	97	97	91	94	103	98
O=C(/C=C/c1cccc(F)c1)OCc1ccc2cc1OCC#C/C=C\C#CCO2	88	100	.	100	112	92	93	96
COc1cc2c(cc1OC)C1c3ccccc3NC(=O)N1CC2 (centres undefined)	97	95	121	102	117	99	114	112
Cc1ccc(-c2c(-[n+]3noc(=O)[nH]3)no[n+]2[O-])cc1	95	95	105	.	102	108	106	101
O=c1[nH]c2ccc(Cl)cc2cc1CSc1ccccc1Nc1nccc(-c2ccc3c(c2)OCO3)n1	67	86	93	61	95	83	78	74
CC(=O)c1c(C)nc2ccccc2c1/C=C/c1cccs1	77	98	102	87	120	93	111	116
N#Cc1c(-c2ccc(Cl)cc2)nc(SCc2ccccc2)[nH]c1=O	95	99	111	101	112	110	94	108
Cc1ccc(-c2c(C#N)c(=O)oc3cc(O)ccc23)cc1	96	101	108	99	96	94	82	105
O=C(Nc1ccc(NC(=O)c2cc(S(=O)(=O)Nc3ccc(F)cc3)c(O)c(O)c2O)cc1)c1cc(S(=O)(=O)Nc2ccc(F)cc2)c(O)c(O)c1O	100	94	105	100	102	105	93	104
c1ccc(Nc2cccn3nnnc23)cc1	95	100	110	106	113	95	95	102
C=CC1CCC(C=C)C(C=C)C1 (centres undefined)	114	104	104	.	137	100	109	112
O=C1/C(=C/c2ccccc2)CCC/C1=C\c1ccccc1	83	100	98	87	90	85	64	13
O=C1CC(c2ccc(I)cc2)OC2C=Cc3ccccc3C12 (centres undefined)	79	99	116	104	94	113	108	97
COc1ccc(N2CCN(c3cc(Nc4nc(-c5cc(OC)c(OC)c(OC)c5)cs4)nc(C)n3)CC2)cc1	67	78	86	40	80	55	87	92
COc1ccc2cc([C@@H]3C[C@H](Cl)CCO3)ccc2c1	90	109	108	94	106	95	100	97
C#Cc1ccc(-n2c(/C=C/c3ccc(Cl)c(F)c3)nc3ncccc3c2=O)cc1	-56*	-60*	-8.3*	-98*	-60*	-65*	-9.7*	-3.5*
O=C(c1ccccc1)c1c(-c2ccccc2)oc2c1CNC1C=CC=CC21 (centres undefined)	90	.	113	100	102	75	94	110

Whole records, looked up by structure.
`Cn1ncc2c(N)nc(NCCO)nc21` across the screens: UACC-62 = 105; SK-MEL-2 = 116; SK-MEL-28 = 106; SK-MEL-5 = 95; MALME-3M = 105; UACC-257 = 99; M14 = 102; MDA-MB-435 = 115
`O=C(Nc1ccc(NC(=O)c2cc(S(=O)(=O)Nc3ccc(F)cc3)c(O)c(O)c2O)cc1)c1cc(S(=O)(=O)Nc2ccc(F)cc2)c(O)c(O)c1O` across the screens: UACC-62 = 100; SK-MEL-2 = 94; SK-MEL-28 = 105; SK-MEL-5 = 100; MALME-3M = 102; UACC-257 = 105; M14 = 93; MDA-MB-435 = 104

(more compounds)
SMILES	UACC-62	SK-MEL-2	SK-MEL-28	SK-MEL-5	MALME-3M	UACC-257	M14	MDA-MB-435
O=S(=O)(Oc1ccc(-c2ccc(Br)cc2)cc1)c1ccccc1	90	109	103	94	105	115	107	94
CCC(C)(C)C1CCC(O)CC1 (centres undefined)	98	103	114	98	96	100	.	112
C=CCc1cc(C(CC)(C(=O)CC)c2ccc(O)c(CC=C)c2)ccc1O	51	78	95	51	80	65	75	76
CCCCCCCCCCC/C(=N/O)c1ccccc1	98	109	114	101	96	100	106	123
CCCCCCCCCC[N+](C)(C)N	106	105	110	97	95	95	105	92
CC(C)C[C@H](NC(=O)CCn1ccc2ncccc2c1=O)B(O)O	86	69	60	52	68	66	77	12
Cc1cc(C)c([N+](=O)[O-])c(O)c1	105	117	114	108	103	127	104	101
Cc1cc(CO)c(O)c(CO)c1	104	.	108	108	104	96	98	106
O=C(/C=C(/C=C/c1cccc(OC(F)(F)F)c1)OB(F)F)/C=C/c1cccc(OC(F)(F)F)c1	104	92	115	103	106	98	101	107
Cc1cccc(/C=C\C(=O)c2ccccc2)c1	105&90	103&100	120&110	95&106	91	109&102	99	89&98
Nc1c(C(=O)Nc2cccc3ccccc23)sc2nc3c(cc12)C(=O)CCC3	43	36	43	12	60	45	13	-37*
O=C1NC(=S)NC(=O)C1Cn1c(-c2ccccc2)nc2ccccc21	103	110	102	101	107	110	103	100
O=C1c2cccc3cccc(c23)C(=O)N1Nc1nc(N2CCCCC2)nc(N2CCOCC2)n1	84	100	101	87	72	96	89	104
CCCCCCCCCCCCCCCCOP(=O)([O-])OCC[N+](C)(C)C	38	57	98	59	74	77	-11*	68
Cc1ccc(/C=C2\CCCC3=C2N=C2SC=NN2C3c2ccc(C)cc2)cc1 (centres undefined)	98	108	97	100	.	102	108	98
Cc1cc(=O)oc2c1ccc1ccccc12	87	105	107	102	101	94	103	106
Nc1cc2cccnc2cc1Cl	96	104	122	106	118	102	109	108
CCCN(CCC)S(=O)(=O)c1ccc(C(=O)O)cc1	96	109	103&109	115&102	103	105&117	98&102	103&104
CN1CCN(Cc2ccc(NC(=O)c3cncc(C#Cc4cnc5ccc(N)nn45)c3)cc2C(F)(F)F)CC1	71	-28*	41	61	-37*	55	-1.8*	40
COc1ccc(NC(=O)N2CCN(c3nc(-c4ccc(C)cc4)nc4ccccc34)CC2)cc1	77	102	91	84	95	92	86	83
COc1ccc(-c2cn3ccnc3c(-c3ccc(OC)cc3)n2)cc1	91	.	95	90	91	100	92	92
Nc1ccc(S(=O)(=O)O)c2ccccc12	92&98	102	121&99	107&104	79&104	98	106&144	109&115
COc1ccccc1Nc1nc2c(s1)C1=CC[C@H]3[C@@H]4CC[C@H]([C@H](C)CCCC(C)C)[C@@]4(C)CC[C@@H]3[C@@]1(C)CC2	97	115	110	100	101	110	101	103
CC(OC(=O)c1ccccc1C(=O)OC(C)c1ccccc1)c1ccccc1 (centres undefined)	97	104	108	101	95	87	97	100
CC1(C)[C@@H](O)CC[C@]2(C)[C@H]3C=CC4=C5C[C@](C)(CO)CC[C@]5(C)CC[C@@]4(C)[C@]3(C)CC[C@@H]12	100	102	110	100	107	115	99	103

Part of the list above, field by field.
Molecule: O=S(=O)(Oc1ccc(-c2ccc(Br)cc2)cc1)c1ccccc1
  UACC-62 = 90 | SK-MEL-2 = 109 | SK-MEL-28 = 103 | SK-MEL-5 = 94 | MALME-3M = 105 | UACC-257 = 115 | M14 = 107 | MDA-MB-435 = 94
Molecule: CCC(C)(C)C1CCC(O)CC1 (centres undefined)
  UACC-62 = 98 | SK-MEL-2 = 103 | SK-MEL-28 = 114 | SK-MEL-5 = 98 | MALME-3M = 96 | UACC-257 = 100 | M14 = . | MDA-MB-435 = 112
Molecule: C=CCc1cc(C(CC)(C(=O)CC)c2ccc(O)c(CC=C)c2)ccc1O
  UACC-62 = 51 | SK-MEL-2 = 78 | SK-MEL-28 = 95 | SK-MEL-5 = 51 | MALME-3M = 80 | UACC-257 = 65 | M14 = 75 | MDA-MB-435 = 76
Molecule: CCCCCCCCCCC/C(=N/O)c1ccccc1
  UACC-62 = 98 | SK-MEL-2 = 109 | SK-MEL-28 = 114 | SK-MEL-5 = 101 | MALME-3M = 96 | UACC-257 = 100 | M14 = 106 | MDA-MB-435 = 123

(list continues)
SMILES	UACC-62	SK-MEL-2	SK-MEL-28	SK-MEL-5	MALME-3M	UACC-257	M14	MDA-MB-435
O=P(Cc1ccccc1)(c1ccccc1)c1ccccc1	101	101	104	99	107	93	100	98
Cc1c(Br)cc(Br)cc1Br	87	101	119	99	114	112	95	107
N=C(N)c1ccc(N=Nc2ccc(O)c3c2ccc[n+]3[O-])cc1	89	.	100	62	76	94	74	77
COc1cc(-c2nc(-c3ccccc3)[nH]c2-c2ccnc(NCCCNS(=O)(=O)c3ccc(C(F)(F)F)cc3)n2)ccc1Cl	45&56	44&75	44&63	52&22	62&102	51&64	19	28&29
Cc1cc(NCc2cc(Nc3ccnc4cc(Cl)ccc34)ccc2F)nc(N2CCN(c3ccccc3)CC2)n1	71	85	70	53	84	74	43	39
O=S(Nc1ccccc1)c1cccc(Cl)c1 (centres undefined)	91	82	114	98	92	70	102	107
CN1CCN(C(=O)c2ccc(NC(=O)Nc3ccc(-c4nc(N5CCOCC5)c5cccn5n4)cc3)cc2)CC1	-41*	-8.3*	-18*	-62*	-37*	-21*	-22*	0.9*
COc1ccc(C2C3=C(COC3=O)N(CCO)c3cc4c(cc32)OCO4)cc1 (centres undefined)	127	102	.	99	127	95	121	121
Cc1nc2cc(Nc3nc(N4CCCC4)nc(N4CCOCC4)n3)ccc2n1Cc1ccccc1	91	99	107	88	131	115	104	109
Cc1cn(-c2cc(NC(=O)c3ccc(C)c(Nc4nccc(-c5cnccn5)n4)c3)cc(C(F)(F)F)c2)cn1	26	.	31	58	17	38	19	23
O=S(=O)(Oc1ccccc1)c1ccc(Cl)c(Cl)c1	89	102	113	.	99	101	103	102
COc1ccc(OC)c(Nc2ncccc2C(=O)NCc2cn(Cc3cccc(Oc4ccccc4)c3)nn2)c1	62	.	93	40	88	93	80	16
CNC1=C([N+](=O)[O-])C(c2ccc(F)cc2)C(C#N)=C(c2cccs2)O1 (centres undefined)	103	109	120	102	105	105	106	102
CCCSC1=NC2C(N(CC)C(=O)N2CC)N1/N=C/C=C/c1ccccc1[N+](=O)[O-] (centres undefined)	37	49	64	.	74	71	1.8*	-30*
Oc1ccc(/C=C2\CCCc3cc4ccc(O)cc4[o+]c32)c(O)c1	25	37	34	70	45	69	43	-41*
CCN(CC)CCCNC(=O)c1ccc(N)cc1O	98	100	100	95	91	99	95	117
Clc1ccc(CSc2ccnc(SCc3ccc(Cl)cc3Cl)n2)c(Cl)c1	91	107	119	105	105	105	114	109
CCOC(=O)CC(=O)C(OC)OC	95	122	120	103	121	106	108	104
Cc1ccc(NC(=O)c2sc3nc4c(cc3c2N)C(=O)CCC4)cc1	69	.	85	53	89	74	85	15
CN1CCN(Cc2nnc3n(Cc4ccccc4)c(=O)c4c5c(sc4n23)CCCC5)CC1	82	96	107	89	95	79	90	111
COC(=O)C1C2CC(=O)C(C2)C1C(=O)OC (centres undefined)	110&101	96&108	109&106	106&99	99&124	103&106	103&106	111&103
Cc1nc(/N=C(N)/N=C(\N)c2ccccc2Cl)sc1C	53	98	89	95	74	106	65	44
C=C(CN1CC=CCC1)[C@@H]1CC[C@]2(COC(C)=O)CC[C@]3(C)[C@H](CC[C@@H]4[C@@]5(C)CC[C@H](O)C(C)(C)[C@@H]5CC[C@]43C)[C@@H]12	92	104	105	99	113	99	97	99
S=c1sc2ccccc2n1C=Nc1ccccc1	89	118	118	88	91	.	102	97
CC(C)C(=O)Nc1cc(Cl)ccc1Cl	93	112	110	103	105	99	109	110
SMILES	UACC-62	SK-MEL-2	SK-MEL-28	SK-MEL-5	MALME-3M	UACC-257	M14	MDA-MB-435
Brc1ccc(-c2cnc3nonc3n2)cc1	52	89	104	48	54	67	80	3.4*
COC(=O)C1=C(C)C(=O)CC1	100	115	110	110	137	110	105	121
C#CCOc1cc(/C=N/Nc2nc(-c3ccccc3)cs2)ccc1O	65	79	107	93	91	105	80	105
Cc1noc(-c2[nH]c(C)c3c2CCCCC3=O)n1	44	94	90	73	74	75	70	70
C=C(C)[C@@H]1CC[C@]2(CO)CC[C@]3(C)[C@H](CC[C@@H]4[C@@]5(C)CCCN(C(=O)OC(C)(C)C)C(C)(C)[C@@H]5CC[C@]43C)[C@@H]12	94	99	105	94	97	95	101	92
CC(=O)Cc1cc(-c2cc(CC(C)=O)[nH]n2)n[nH]1	90	111	107	100	95	93	100	103
CC(=O)c1c[nH]c2ccc(-c3ccnc(Nc4ccc(NC(=O)c5cccc(F)c5)c(CN5CCOCC5)c4)n3)cc12	-41*	-16*	1.9*	-74*	-22*	4.5*	-19*	-6.4*
Cc1nn(-c2ccc([N+](=O)[O-])cc2)c2ncnc(NCCc3ccccc3)c12	90	110	106	104	121	106	.	95
COc1ccc(C(=O)COc2cccc(/C=C3\Oc4ccc5ccccc5c4C3=O)c2)cc1	76	59	116	79	17	96	49	95
N=c1c2c(-c3ccccc3)c(-c3ccccc3)n(Cc3ccccc3)c2ncn1CCCO	44	47	50	-4.6*	.	-25*	43	34
CS(=O)(=O)O[C@@H]1CO[C@H]2[C@@H]1OC[C@H]2OS(C)(=O)=O	99	148	106	108	116	91	105	114
COc1cc(C2c3cc(OS(=O)(=O)c4ccc(C)cc4)c(OC)cc3CC3C(=O)OCC32)ccc1OS(=O)(=O)c1ccc(C)cc1 (centres undefined)	101&99	116&85	113&104	100&95	109&106	108&100	111&102	110&105
COc1cccc(NC(=O)Nc2ccc(Nc3ncnc4sc5c(c34)CCOC5)cc2)c1	97	.	118	104	100	106	103	109
c1ccc(-c2cnc3ccccc3n2)cc1	98	105	104	102	99	96	96	96
CCN1C(=O)/C(=C/C(=O)OC)S/C1=N\Nc1ccc([N+](=O)[O-])cc1[N+](=O)[O-]	78	106	105	99	95	99	104	101
